High-throughput results deposited in PubChem BioAssay by several laboratories.
DAX1 inh-1 – inhibitors of DAX1 repression of SF-1 activated StAR promoter; AID 652010; inhibition, % at 6.8 µM; HEK293T StAR-luciferase reporter, SF-1/DAX-1 repression relief; hit rate 1.1% among 370,000;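 active = inhibition above the mean over all tested compounds plus 3 SD, cut at about 3.6% in these data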;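 also: 0% = DAX-1 cells with DMSO and 100% = cells lacking DAX-1 with DMSO; higher inhibition means more luminescence from relief of DAX-1 repression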
NPR1 activator – GC-A (human) enzyme activation; P16066; HEK293 GC-A cells, cGMP TR-FRET, EC30 ANP; 0% at EC30 ANP, 100% saturating ANP; activation, % at 10 µM; hit rate 0.14% among 370,000; AID 1671463; in the data active = activation above about 40%
SMARCA2 activ – activators of SMARCA2 function; AID 652017; activation, % at 9.1 µM; hit rate 1% among 370,000; MG213 cells, MMTV-luciferase reporter, dexamethasone, overnight; in the data active = activation above about 7.8%;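 also: 0% = vehicle wells and 100% = reference activator wells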
FXN GAA850 act – increases GAA850 frataxin promoter reporter activity; HEK293 lucGAA850 FXN promoter luciferase reporter, 24 h; percent of 10 µM SAHA response; activation, % at 6 µM; hit rate 0.56% among 360,000; AID 540364;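 active = activation above the average of all compounds screened plus 3 SD, cutoff fixed separately per campaign, cut at about 7.5% in these data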;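 also: 0% = DMSO wells and 100% = 10 µM SAHA wells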
ssDAF-12 act – activates DAF-12 receptor from parasite S. stercoralis. hit rate 1% among 370,000. activation, % at 6.8 µM. AID 652126. HEK293 ssDAF-12/GRIP1 lit1-tk-luc reporter, luminescence; % of 3 µM dafachronic acid response;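 active = activation above the mean over all tested compounds plus 3 SD, cut at about 0.9% in these data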;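 also: 0% = DMSO-only wells and 100% = 3 µM delta7-dafachronic acid wells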
DAX1 inh-2 – NR0B1 (DAX1) inhibition; HEK293 Gal4-DAX1 luciferase reporter, luminescence; inhibition, % at 6.75 µM; hit rate 0.99% among 340,000; AID 504766;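 active = inhibition above the mean over all tested compounds plus 3 SD, cut at about 4.2% in these data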;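 also: 0% = DAX1-transfected cells with DMSO and 100% = empty-vector control cells with DMSO; inhibition shows as a rise in luminescence from relieved DAX1 repression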
Target sequence (P51843 207-470 limits assumed): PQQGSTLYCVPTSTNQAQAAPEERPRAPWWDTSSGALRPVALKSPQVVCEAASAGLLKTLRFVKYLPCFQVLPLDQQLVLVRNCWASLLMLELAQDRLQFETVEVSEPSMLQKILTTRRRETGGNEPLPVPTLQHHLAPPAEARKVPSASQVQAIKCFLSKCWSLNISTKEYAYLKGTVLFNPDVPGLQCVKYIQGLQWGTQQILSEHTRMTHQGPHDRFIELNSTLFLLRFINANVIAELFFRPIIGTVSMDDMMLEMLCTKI
hgDAF-12 ag – agonists of H. glycines DAF-12 nuclear receptor; HEK293 GAL4-hgDAF12 UAS-luciferase reporter, agonist luminescence; normalized to butyrate control; activation, % at 6.8 µM; hit rate 1.8% among 370,000;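 active = activation above a cutoff set at the mean of all screened compounds plus 3 SD, cut at about 10% in these data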;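 also: 0% = DMSO wells and 100% = sodium butyrate wells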
GC-B act – GC-B (human) receptor activation; AID 1920062; P20594; HEK293-GC-B cells, CNP EC30, cGMP TR-FRET; 0% at EC30 CNP, 100% saturating CNP; activation, % at 10 µM; hit rate 0.11% among 370,000;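 active = activation at 10 µM reaching about 35% in either raw or pattern-adjusted values, limit read from the data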
ADAM10 inh – inhibitors of human ADAM10; inhibition, % at 7 µM; O14672; hit rate 0.62% among 370,000; AID 720582; recombinant ADAM10, EDANS/DABCYL FRET peptide cleavage, 3 h;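 active = inhibition above a per-campaign cutoff equal to the mean of compounds falling between control-based bounds plus 3 SD, cut at about 20% in these data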;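 also: 0% = DMSO wells while the 100% control is not disclosed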
HGIII-sPLA2 inh – Inhibits HGIII-sPLA2 liposome hydrolysis, primary screen; QFRET BODIPY PC-A2 liposome hydrolysis, fluorescence; AID 743126; Q9NZ20; inhibition, % at 12.2 µM; hit rate 0.56% among 370,000;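 active = inhibition above mean plus 3 SD of compounds lying within the high and low control bounds, cut at about 19% in these data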;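 also: 0% = median of test compound wells and 100% = no enzyme DMSO wells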
Target sequence (Q9NZ20 whole entry, looked up): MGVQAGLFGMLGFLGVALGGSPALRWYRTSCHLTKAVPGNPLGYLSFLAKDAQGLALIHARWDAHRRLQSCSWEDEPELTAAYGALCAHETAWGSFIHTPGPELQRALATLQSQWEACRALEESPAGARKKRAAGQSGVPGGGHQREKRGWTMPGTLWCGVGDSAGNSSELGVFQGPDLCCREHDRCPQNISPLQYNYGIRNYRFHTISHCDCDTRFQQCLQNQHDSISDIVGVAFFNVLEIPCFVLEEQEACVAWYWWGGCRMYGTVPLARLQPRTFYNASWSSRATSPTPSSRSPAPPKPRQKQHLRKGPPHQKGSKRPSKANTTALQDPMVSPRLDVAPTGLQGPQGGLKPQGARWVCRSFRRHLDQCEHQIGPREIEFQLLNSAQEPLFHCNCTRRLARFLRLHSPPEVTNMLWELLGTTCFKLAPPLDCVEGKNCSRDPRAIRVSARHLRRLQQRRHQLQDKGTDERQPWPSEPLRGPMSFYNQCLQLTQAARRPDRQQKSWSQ
hcDAF12 agonist – H. contortus DAF-12 activation, primary screen; HEK293 hcDAF-12 lit1-tk-luc reporter, luminescence; 0% DMSO, 100% Δ7-dafachronic acid; activation, % at 6.8 µM; hit rate 1.4% among 370,000;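 active = activation above the mean of all tested compounds plus 3 SD, cut at about 5.5% in these data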;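 also: 100% = response to 3 µM Δ7-dafachronic acid high control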
* marks the source's active call; other numbers are inactive results; i = inactive; x = not tested or not shown; & = joins results of further samples.

SMILES	DAX1 inh-1	NPR1 activator	SMARCA2 activ	FXN GAA850 act	ssDAF-12 act	DAX1 inh-2	hgDAF-12 ag	GC-B act	ADAM10 inh	HGIII-sPLA2 inh	hcDAF12 agonist
COC(=O)Cn1c(=NC(=O)CN2C(=O)CCC2=O)sc2cc(S(N)(=O)=O)ccc21	-0.2	-1	-3	-1.5	-0.3	1.9	0.0	1	-6	0	-0.4
NC(=O)CCC(C(=O)O)N1C(=O)C2C3CCC(C3)C2C1=O (centres undefined)	1.1	3	1	-0.8	-1.4	1.9	-0.5	5	-7	1	-1.3
Cc1cnc(C(=O)OCC(=O)Nc2cccc(S(=O)(=O)N3CCOCC3)c2)cn1	-0.6	1	-3	0.0	-1.1	2.6	-1.9	0	-10	2	-0.6
CCOC(=O)c1ccc(NC(=S)NCC(O)c2ccccc2)cc1 (centres undefined)	-0.4	5	-2	0.1	-1.1	0.6	-1.2	4	5	-18	-1.3
Cn1nc(C(C)(C)C)cc1C(=O)NNC(=O)c1ccccc1Cl	-0.8	2	-3	-2.4	-1.8	-2.5	-2.0	0	-1	-1	0.4
Cc1cc(NS(=O)(=O)c2ccc(NC(=S)NCc3ccccc3)cc2)no1	0.2	1	-1	0.9	-1.5	6.5*	0.1	2	3	-25	-1.4
CN(C)S(=O)(=O)c1cccc(NC(=O)CCCSc2ccccc2)c1	-0.7	3	-1	1.2	-1.1	-1.4	-1.8	-4	-1	-27	-1.3
CNC(=S)NNC(=O)c1ccccc1F	0.3	0	0	3.2	-1.1	-2.3	-0.9	1	-2	3	-1.5
CCCNc1c(N)n(-c2ccccc2)c(=O)[nH]c1=O	1.1	0	3	1.7	-1.9	6.1*	-0.2	6	-82	2	-1.0
O=C1SCCN1N=Cc1ccc([N+](=O)[O-])o1	-2.2	-7	-5	0.1	-0.9	0.0	-2.0	0	-10	8	-0.9
CCOc1ccc(NC(=S)Nc2ccc(Br)cc2Cl)cc1	-0.4	4	-2	0.5	-1.1	2.2	-1.8	1	4	6	-2.0
O=C(Oc1ccccc1)c1c(Cl)cccc1P(=O)(O)O	0.4	0	-4	-0.1	-0.7	0.0	2.7	4	-13	3	-0.6
COc1ccc2c(c1)CCC(C)N2C(=O)C(=O)c1c[nH]c2ccccc12 (centres undefined)	-0.6	-24	1	1.7	-1.7	0.6	-0.7	-16	-2	-15	-0.6
CCCc1nnc(NC(=O)CN2CCOCC2)s1	-0.2	0	3	2.2	-1.3	4.0	-0.3	9	3	6	-1.5
O=C(CCc1ccc(S(=O)(=O)NCc2ccccc2)cc1)NCc1cccnc1	0.0	3	-3	-0.7	-0.5	-1.0	-0.7	6	-2	1	-1.4
O=C(COC(=O)Cc1ccc(F)cc1)NC1CCCCC1	-0.9	-3	-1	1.9	-1.0	0.2	1.3	0	-16	9	-1.2
CC(C)c1ccc(NC(=O)c2sccc2-n2cccc2)cc1	1.1	-4	3	5.3	-0.2	-0.3	12*	-10	8	-13	11*
COc1cc(Br)cc2cc(C(=O)N3CCOCC3)c(=O)oc12	-0.1	-2	-3	2.8	-1.7	1.1	0.1	-1	1	11	-0.5
CC(=O)Nc1cccc(NC(=O)c2c(-c3ccccc3)noc2C)c1	-0.2	0	-1	-3.3	-1.8	-0.5	-2.5	0	1	-5	-2.6
COc1cc(/C=N/NC(=O)CNS(=O)(=O)c2ccc(C)cc2)cc(OC)c1OC	-0.3	0	-2	1.6	-1.5	0.5	3.0	-4	-1	-8	-0.4
CC(C)Cc1ccc(C(C)C(=O)Nc2ncccn2)cc1 (centres undefined)	-1.1	-1	-2	1.3	-1.7	-1.2	-3.3	4	5	-4	-2.4
Cc1ccc(/C=C/C(=O)Nn2cnnc2)cc1	0.1	-1	3	3.5	-1.1	1.1	1.4	-4	-1	-7	0.1
Cc1ccccc1C(OCCN(C)C)c1ccccc1 (centres undefined)	0.2&-0.6	-20&-15	-4&0	-2.7&-0.5	-1.4&-1.1	-0.4&0.7	-0.8&-1.3	-10&-14	4&-4	-10&2	-0.5&-0.8
COC(=O)CNC(=O)Cn1cnc2sc(C)c(S(=O)(=O)N3CCN(c4ccccc4OC)CC3)c2c1=O	-0.5	0	-1	1.6	-1.6	1.2	0.0	2	3	1	-0.5
O=C(CNC(=O)c1ccccc1)OCCCOC(=O)CNC(=O)c1ccccc1	1.0	0	-1	-0.1	-0.7	1.9	3.4	9	8	-1	0.1

Later entries
SMILES	DAX1 inh-1	NPR1 activator	SMARCA2 activ	FXN GAA850 act	ssDAF-12 act	DAX1 inh-2	hgDAF-12 ag	GC-B act	ADAM10 inh	HGIII-sPLA2 inh	hcDAF12 agonist
O=C(CSc1nc2ccccc2[nH]1)Nc1c(F)c(F)c(F)c(F)c1F	-0.2	-1	-5	0.1	-1.8	0.9	1.0	3	-9	-7	-0.7
COc1ccc2oc(=O)c(-c3nnc(N)s3)cc2c1	1.6	13	4	5.3	-0.9	-0.5	6.6	-2	i	1	1.3
Nc1ncnc2c1ncn2[C@@H]1O[C@H](CNS(=O)(=O)C2CC2)[C@@H](O)[C@H]1O	0.0	5	-4	1.2	-0.6	0.4	1.9	0	-1	2	0.3
N=c1c(S(=O)(=O)c2ccc(F)cc2)cc2c(=O)n3ccccc3nc2n1CC1CCCO1 (centres undefined)	0.9	11	0	0.6	-1.1	-0.4	-0.7	2	-203	0	-0.4
C/C(=N\NC(=O)c1cccs1)c1ccc2ccccc2c1	1.6	-8	3	3.9	-0.6	3.8	11*	-9	-15	8	2.8
Nc1ccc(C#Cc2ccc3oc4ccccc4c(=O)c3c2)cc1	-0.4	-1	4	-4.2	-1.7	-2.2	4.7	1	2	-22	-1.2
O=C1NCCN1Cc1ccccc1	-0.2	-2	0	8.6*	-1.1	0.1	-1.3	1	1	1	1.1
CC1(CC(=O)N/N=C/c2ccc(-c3ccc(Cl)cc3)o2)OCCO1	-0.7	11	1	5.1	-1.5	0.2	3.0	-3	-46	7	1.2
Cc1cccc(-n2nc3c(c2NC(=O)c2ccc(Br)o2)CSC3)c1	-0.2	-11	-1	2.2	-1.8	-0.8	-1.7	-1	9	1	-2.6
O=C(Cc1coc2cc(O)ccc12)N1CCN(S(=O)(=O)c2ccc(Br)cc2)CC1	0.2	-5	-3	0.7	-1.5	0.1	-1.2	-7	-130	-35	-1.0
COc1ccc(-c2cc3nc(NCC4CCCCC4)n(C)c(=O)c3s2)cc1OC	0.1	2	-1	1.2	-1.1	x	1.0	-2	-37	2	-0.1
Cc1ccccc1-c1cnn(-c2cccc([N+](=O)[O-])c2)c1N	0.2	-4	1	-0.2	-0.9	0.0	2.7	3	-5	2	-1.1
O=C(Nc1nc(-c2ccccn2)cs1)c1ncc(Cl)c(Cl)c1Cl	-0.9	4	3	1.4	-1.2	-1.9	1.2	-2	-4	27*	-1.9
Cc1ccc(-c2c(C(=O)Nc3ccccc3C)c(C)[nH]c(=S)c2C#N)o1	-0.1	-4	-3	-0.1	-1.0	x	-3.1	-1	-8	11	-0.1
COc1ccc(C(CNc2nc(-c3cccnc3)nc3ccccc23)N(C)C)cc1 (centres undefined)	-0.1	-35	-1	-0.6	-1.0	1.8	2.5	-11	1	-6	0.3
Cc1ccc(C(=O)Nc2ccc(N3CCOCC3)cc2)cc1	2.4	-5	2	3.9	-0.2	0.6	7.1	0	10	4	1.7
Cc1ccc(-c2nnn(CC(=O)NCc3ccccc3)n2)c(-n2cnnn2)c1	-1.0	5	-1	-1.9	-0.5	-1.0	0.8	3	-6	-7	-0.6
C#CCOCCOCCOCCNc1nc(N2CCN(C(=O)[C@H]([C@@H](C)CC)n3cc([C@@H](N)Cc4ccc(O)cc4)nn3)CC2)nc(N2CCN(C(=O)[C@H](Cc3ccc(O)cc3)n3cc([C@@H](N)C(C)CC)nn3)CC2)n1 (some centres undefined)	-0.7	1	-1	0.4	-1.1	1.1	-2.0	12	1	-22	-0.2
CCCc1cc(=O)n2[nH]c(NCc3c(Cl)cccc3Cl)nc2n1	0.3	4	0	1.7	-0.2	0.4	4.7	7	2	-3	1.9
COc1ccc(NC(=O)CSc2cn[nH]n2)cc1OC	-0.5	-1	-3	1.2	-0.9	0.4	0.5	2	-4	-4	0.5
CC1(CCc2ccccc2)NC(=O)NC1=O (centres undefined)	0.8	-4	2	0.2	-0.6	0.4	1.2	0	2	-4	2.2
CCOC(=O)c1c(/N=C/c2cc([N+](=O)[O-])ccc2O)sc(C)c1C	-0.8	0	-4	1.2	-1.9	-0.5	0.8	-2	12	-20	2.6
Cc1nc2c(ccc3nc(NC(=O)C4CC4)sc32)s1	-0.1	-1	0	0.3	-0.9	1.5	15*	0	-5	2	4.2
O=C(CN(Cc1ccccc1F)S(=O)(=O)c1ccc(Cl)cc1)NCC1CCCO1 (centres undefined)	0.1	0	-4	0.4	-1.0	-1.6	-1.7	-10	-9	0	-1.4
COc1cc(Cn2c(=O)c3c(OC)c(C)cnc3n(C)c2=O)cc(OC)c1	0.3	-13	4	1.8	-0.6	0.5	-1.8	-10	-1	1	-0.3

More structures follow.
SMILES	DAX1 inh-1	NPR1 activator	SMARCA2 activ	FXN GAA850 act	ssDAF-12 act	DAX1 inh-2	hgDAF-12 ag	GC-B act	ADAM10 inh	HGIII-sPLA2 inh	hcDAF12 agonist
COc1cc(CNCCSc2nnnn2C)cc(OC)c1OC	-0.3	1	0	-1.5	-0.9	0.5	0.1	7	9	9	-0.1
Cc1ccccc1Nc1nc(N)nc(CN2CCN(c3ccccn3)CC2)n1	0.6	-2	1	-1.6	-1.3	-0.1	-1.8	-1	1	2	-1.8
COC(=O)c1cc(C(=O)OCC(=O)NCc2cccs2)cc([N+](=O)[O-])c1	0.7	-3	-1	0.0	-1.2	-0.1	1.9	-1	-2	-1	-0.8
CCCc1ncc(C(O)c2cccc3ccccc23)n1C (centres undefined)	-1.6	-2	-5	-2.5	-1.3	-1.5	-0.7	1	7	2	-1.0
O=C(CSc1nnc(CNC(=O)c2ccccc2)o1)Nc1ccc2c(c1)OCO2	-1.4	0	-3	0.8	-0.8	-0.1	0.7	1	-15	0	-1.6
CCN1C(=O)[C@@H]2[C@@H](c3ccc(-c4ccc(F)cc4)cc3)N3CCC[C@@]3(C(=O)OC)[C@@H]2C1=O	0.0	8	2	-1.0	-1.4	-0.9	-0.4	3	5	4	-1.9
O=C(O)COCC(=O)Nc1ccc(OCCc2ccccc2)cc1	0.0	-5	5	1.1	-1.1	1.0	-1.0	4	2	3	-0.9
CC(NC(=O)C1CCN(S(=O)(=O)c2cnc[nH]2)CC1)c1ccccc1 (centres undefined)	0.1	-1	-2	0.7	-1.3	-2.7	-1.9	-2	-1	15	1.2
O=C(O)c1cccc(-c2csc(C(O)c3ccccc3)n2)c1 (centres undefined)	3.2	1	-4	0.8	-0.5	x	7.8	-1	-24	0	2.8
Cc1ccc(S(=O)(=O)NCC(=O)OCCOc2ccc(Br)cc2)cc1	-1.4	-1	0	0.9	-1.0	1.9	2.3	-2	-2	7	0.3

Rows are unselected; overall some 6.6% were active at least once.
